Source: PubChem BioAssay (several laboratories)
MT stabilize HCS = microtubule stabilization, imaging screen. % tubulin-high responders, % at 10 µM. HeLa tubulin immunostaining HCS, 24 h; share of cells brighter than vehicle mean+2SD. actives 0.83% (n = 200,000). AID 2205;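 active = plate Z-score above 3 for both tubulin-high and condensed-nucleus cell shares, with cell loss under 80%, at 10 µM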;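 note: anti alpha tubulin signal scored within the nucleus-defined area of each cell; some results filed as inactive read as strong as hits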
Yfh1-off respiration = enhancers of respiration in Yfh1-depleted yeast, dose response, Friedreich's ataxia, plus single-dose screen (AID 1465) | S. cerevisiae Yfh1-off respiration, WST-1 reduction, 72 h; higher fold induction means a stronger effect | actives 0.074% (n = 220,000) | fold induction at 50 µM, or EC50 in µM where a hit was titrated;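 active = fold induction of absorbance versus untreated yeast above a set limit, then at least 30% activation at any dose in follow-up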;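 note: activators that raise dye reduction in frataxin-depleted yeast; strong numbers were not always called active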
PMI inhibition = human PMI inhibitors, high substrate, primary screen, biochemical, fluorescence intensity, high mannose 6-phosphate (AID 1220); inhibition, % at 20 µM, or IC50 in µM where a hit was titrated; recombinant PMI enzyme, coupled fluorescence intensity; higher % means a stronger effect; actives 0.66% (n = 190,000)
bCat nuc transl = alters nuclear translocation of beta-catenin in HeLa cells; immunofluorescence imaging; actives 0.3% (n = 190,000); AID 1665; nuclear translocation activity, % at 5 µM;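 active = nuclear translocation activity above 50% at 5 µM, with a well cell count of 50 or more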;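 note: per-cell ratio of nuclear to cytoplasmic median beta-catenin stain intensity; plate controls were DMSO negative control for no effect and GSK-3 inhibitor IX positive control for full effect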
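Test system: human HeLa cells, native beta-catenin. Compound dosing: 5 µM primary single dose, 0.1% DMSO, 0.02–20 µM confirmation series. Incubation: compound exposure 24 h at 37°C. Detection: beta-catenin immunostaining with DAPI counterstain, 20x imaging, 6 fields/well. Read-out basis: Nuclear/cytoplasmic beta-catenin signal ratio, % activation.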
Insulin prom up = MIN6 insulin promoter up-regulation. actives 0.3% (n = 190,000). z-score at 5 µM. MIN6 insulin promoter-GFP reporter, high-content imaging; hits give high values;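 active = z-score above 3 at 5 µM with at least 500 cells counted in the well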
Autophagy mod = modulators of autophagy. calls only at 10 µM (by protocol). actives 0.98% (n = 190,000). MEF GFP-LC3 puncta imaging; test concentration mostly 10 µM;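 active = percentage of spot-positive cells more than 3 SD above its plate mean, without a fluorescence outlier flag or 80% toxicity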;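 note: spot-positive cell cutoff set from DMSO-treated cells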
Dynein transport = blocks dynein driven cargo transport along microtubules; 3617.4 mouse cells, GR-EGFP nuclear translocation imaging; test concentration mostly 20 µM; stimulated with dexamethasone, 1 µM; hits give low values; z-score, hits read low; actives 0.47% (n = 220,000); AID 1381;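 active = plate z-score of nuclear minus cytoplasmic receptor signal below a set negative limit, without overly bright fluorescence or cell loss, cut at about -3.5 in these data, passing the limit was not always enough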;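 note: z-score of nuclear minus cytoplasmic ring GR-EGFP intensity difference per well; some compounds called inactive have numbers as strong as hits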
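Buffer or medium: tet-free, stripped-serum medium; reagent: dexamethasone at 1.0 µM final, 30 min; incubation: 48 h induction, 1 h compound, 30 min dex at 37 °C; measured by: formaldehyde fixation, Hoechst nuclear stain, 10x automated fluorescence imaging; read-out: nuclear-to-cytoplasmic GR-EGFP distribution per well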
WT yeast gro inh = growth inhibition of WT yeast, mitochondrial fusion screen. inhibition, % at 10 µM. actives 2.1% (n = 190,000). mitochondrial fusion phenotypic screen, WT strain; in the data active = inhibition above about 58%; tested in S. cerevisiae
human PMI inhibition = inhibitors of human PMI, primary screen, biochemical, fluorescence intensity, coupled assay (AID 1209); purified PMI enzyme, coupled fluorescence intensity; higher % means a stronger effect; inhibition, % at 20 µM; hits with a dose series show IC50 in µM; actives 0.42% (n = 190,000);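 note: plate controls were DMSO vehicle for no effect and wells lacking substrate for full effect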
WT yeast gro inh mutant strain = second read-out of WT yeast gro inh, no call of its own (marks repeat the call); inhibition, %; mitochondrial fusion phenotypic screen, mutant strain inhibition
Dynein transport cytoplasmic EGFP = also measured in Dynein transport; calls as there; z-score; measured here: cytoplasmic GR-EGFP intensity; hits give high values
Dynein transport nuclear GR-EGFP = also measured in Dynein transport; calls as there; z-score; measured here: nuclear GR-EGFP intensity;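 lower value marks the stronger effect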
Dynein transport cell count = second read-out of Dynein transport, no call of its own (marks repeat the call); z-score; measured here: cell count per field
Insulin prom up cell count = recorded beside Insulin prom up, whose call it bears; cell count; measured here: cytotoxicity, nuclei count;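 total cells summed across four imaged fields per well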
bCat nuc transl cell count 5 µM = second read-out of bCat nuc transl, no call of its own (marks repeat the call); cell count; measured here: cell count, cytotoxicity flag
MT stabilize HCS Hoechst-high % = also measured in MT stabilize HCS; calls as there; % Hoechst-high responders; measured here: nuclear condensation Hoechst responders;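 share of cells brighter than vehicle mean plus two SD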
MT stabilize HCS cytotoxicity % = also measured in MT stabilize HCS; calls as there; toxicity, %; measured here: cytotoxicity by cell density;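 0% = mean cell density of plate MIN control wells and 100% = no cells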
Autophagy mod cell loss 18 h = also measured in Autophagy mod; calls as there; toxicity, %; measured here: cell loss, nuclei count;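 cell loss after 18 h compound exposure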
* hit, by the source's call; i = inactive; . = no result given. Cut-off read from the data, not from the text of the source, unless noted: active = inhibition above about 50%; inactive = the rest.

canonical_smiles,MT stabilize HCS,MT stabilize HCS Hoechst-high %,MT stabilize HCS cytotoxicity %,Yfh1-off respiration,PMI inhibition,bCat nuc transl,bCat nuc transl cell count 5 µM,Insulin prom up,Insulin prom up cell count,Autophagy mod,Autophagy mod cell loss 18 h,Dynein transport,Dynein transport cytoplasmic EGFP,Dynein transport nuclear GR-EGFP,Dynein transport cell count,WT yeast gro inh,WT yeast gro inh mutant strain,human PMI inhibition
Cc1cc2c(n1-c1ccc(Br)cc1)CC(C)(C)CC2=O,0.5,1.0,8.2,i,-3.0%,.,.,-1.16,996,i,15.1,-1.06,-0.16,-0.275,0.317,13.8,-4.5,-5.6%
CC(C)(C)c1ccc(OCc2ccc(C(=O)N/N=C/c3ccc(O)c(O)c3)cc2)cc1,3.7,3.8,3.2,i,-10.1%,-1.5,1126,-3.61,624,i,-5.6,-2.07,0.967,-0.465,0.555,-4.6,-8.9,17.1%
COc1cc(C)nc(N2CCC(C(N)=O)CC2)n1,1.8,1.7,7.4,i,11.5%,-7.2,843,0.9,1224,i,3.3,-0.688,-0.193,-0.469,1.06,-4.5,-14.0,-2.7%
CC(C)COC(=O)c1cc(=O)[nH]c2ccccc12,3.0,3.6,16.0,i,1.4%,-2.3,958,-0.49,1533,i,-33.2,0.328,-0.155,0.745,-0.226,13.1,3.8,-0.1%
CCN(CC)c1nc(-c2ccc(Cl)cc2)cc(C(F)(F)F)c1C#N,2.3,6.5,10.2,i,-1.8%,0.6,1426,-0.55,1387,i,3.6,1.26,-0.182,0.309,0.0177,-3.9,-19.4,-6.8%
COc1ccc(C2(C)NC(=O)N(CC(=O)Nc3ccc(-c4nc5ccc(C)cc5s4)cc3)C2=O)cc1 (stereo unspecified),3.8,1.4,3.4,i,6.7%,9.8,843,1.01,1324,i,19.3,-0.821,-0.162,-0.402,0.968,16.2,4.2,-8.7%
S=c1[nH]cc(-c2ccccc2)n1-c1ccccc1,1.6,1.6,5.4,i,-3.1%,-2.4,1421,-0.02,1677,i,-1.1,-0.0775,-0.155,-0.164,0.19,-7.0,-0.1,2.5%
COc1ccc(N2CCN(S(C)(=O)=O)CC2)cc1,1.4,1.9,7.7,i,9.8%,.,.,0.59,886,i,-1.3,2.7,0.29,1.77,-1.52,4.7,-1.3,13.1%
COC(=O)c1ccc(NC(=O)CN2CCN(c3ccccc3)CC2)cc1,3.0,3.3,13.4,i,7.9%,5.6,1377,0.02,1507,i,12.5,0.335,-0.435,0.468,0.838,5.1,-9.4,11.3%
Cn1cccc1/C=C1\SC(=O)N(CC(=O)Nc2ccc(F)cc2)C1=O,3.1,3.6,11.9,i,-2.8%,0.7,1037,-0.31,1426,i,-12.3,1.84,-0.188,0.635,-0.425,-2.7,7.7,6.6%
O=C(NCCCn1ccnc1)/C(=C\c1cccs1)NC(=O)c1ccccc1,2.3,2.8,10.2,i,1.4%,-2.3,1079,0.56,1518,i,0.8,-0.468,-0.285,-0.395,1.03,-47.9,-10.0,11.0%
CN(C)S(=O)(=O)c1ccc(C(=O)NC2CCCc3ccccc32)cc1 (stereo unspecified),1.3,2.7,6.0,i,-1.5%,-0.2,983,0.45,1095,i,-0.5,0.505,-0.157,0.484,-1.21,3.2,-6.5,-10.7%

Sorted by molecular weight (descending): part of the list above.
canonical_smiles,MT stabilize HCS,MT stabilize HCS Hoechst-high %,MT stabilize HCS cytotoxicity %,Yfh1-off respiration,PMI inhibition,bCat nuc transl,bCat nuc transl cell count 5 µM,Insulin prom up,Insulin prom up cell count,Autophagy mod,Autophagy mod cell loss 18 h,Dynein transport,Dynein transport cytoplasmic EGFP,Dynein transport nuclear GR-EGFP,Dynein transport cell count,WT yeast gro inh,WT yeast gro inh mutant strain,human PMI inhibition
COc1ccc(C2(C)NC(=O)N(CC(=O)Nc3ccc(-c4nc5ccc(C)cc5s4)cc3)C2=O)cc1 (stereo unspecified),3.8,1.4,3.4,i,6.7%,9.8,843,1.01,1324,i,19.3,-0.821,-0.162,-0.402,0.968,16.2,4.2,-8.7%
O=C(NCCCn1ccnc1)/C(=C\c1cccs1)NC(=O)c1ccccc1,2.3,2.8,10.2,i,1.4%,-2.3,1079,0.56,1518,i,0.8,-0.468,-0.285,-0.395,1.03,-47.9,-10.0,11.0%
CN(C)S(=O)(=O)c1ccc(C(=O)NC2CCCc3ccccc32)cc1 (stereo unspecified),1.3,2.7,6.0,i,-1.5%,-0.2,983,0.45,1095,i,-0.5,0.505,-0.157,0.484,-1.21,3.2,-6.5,-10.7%
COc1ccc(N2CCN(S(C)(=O)=O)CC2)cc1,1.4,1.9,7.7,i,9.8%,.,.,0.59,886,i,-1.3,2.7,0.29,1.77,-1.52,4.7,-1.3,13.1%
S=c1[nH]cc(-c2ccccc2)n1-c1ccccc1,1.6,1.6,5.4,i,-3.1%,-2.4,1421,-0.02,1677,i,-1.1,-0.0775,-0.155,-0.164,0.19,-7.0,-0.1,2.5%
CC(C)COC(=O)c1cc(=O)[nH]c2ccccc12,3.0,3.6,16.0,i,1.4%,-2.3,958,-0.49,1533,i,-33.2,0.328,-0.155,0.745,-0.226,13.1,3.8,-0.1%
